TDP1 cell noCPT – qHTS for Inhibitors of human tyrosyl-DNA phosphodiesterase 1 (TDP1): qHTS in cells in absence of CPT | Potency, µM (series often up to 46.2 µM), inactives show top-dose activity change, negative = growth inhibition, most hits filed as inhibitors | AID 686978, 2013 | 420,000 compounds, 15% hits | DT40 Tdp1-/- hTDP1 cells, no CPT, ATP luminescence, 48 h; further: nearly all actives have a fitted effect of over 55% in size
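Growth kinetics read by CellTiter-Glo luminescence after ≥48 hr at 37 °C. Cells: DT40 Tdp1-/- stably carrying human TDP1, 400 per well, compound exposure in the absence of CPT (DMSO vehicle).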
TDP1 inh – TDP1 (human) enzyme inhibition; Q9NUW8; 350,000 compounds, 0.28% hits; Potency, µM (doses to about 130 µM), for inactives: at the highest dose activity change, negative = inhibition, usual class: inhibitors; recombinant TDP1, AlphaScreen DNA substrate cleavage; further: nearly all actives have a fitted effect of over 40% in size
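E. coli-derived human Tdp1, 1 nM final. Cpd preinc 15 min RT; substrate 15 nM final, 5 min RT; AS bead mix 10 ug/ml final, 10 min RT. Signal loss = tyrosine-FITC cleavage. No-enzyme wells = max signal.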
KAT2A inh – inhibitors of human GCN5L2 histone acetyltransferase; Q92830; GCN5L2 HAT assay, ThioGlo1 CoA-SH fluorescence; Potency, µM (top dose mostly 58.9 µM), for inactives: at the top dose activity change, negative = inhibition, hits mostly inhibitors; 390,000 compounds, 0.21% hits
Target sequence (Q92830 whole entry, looked up): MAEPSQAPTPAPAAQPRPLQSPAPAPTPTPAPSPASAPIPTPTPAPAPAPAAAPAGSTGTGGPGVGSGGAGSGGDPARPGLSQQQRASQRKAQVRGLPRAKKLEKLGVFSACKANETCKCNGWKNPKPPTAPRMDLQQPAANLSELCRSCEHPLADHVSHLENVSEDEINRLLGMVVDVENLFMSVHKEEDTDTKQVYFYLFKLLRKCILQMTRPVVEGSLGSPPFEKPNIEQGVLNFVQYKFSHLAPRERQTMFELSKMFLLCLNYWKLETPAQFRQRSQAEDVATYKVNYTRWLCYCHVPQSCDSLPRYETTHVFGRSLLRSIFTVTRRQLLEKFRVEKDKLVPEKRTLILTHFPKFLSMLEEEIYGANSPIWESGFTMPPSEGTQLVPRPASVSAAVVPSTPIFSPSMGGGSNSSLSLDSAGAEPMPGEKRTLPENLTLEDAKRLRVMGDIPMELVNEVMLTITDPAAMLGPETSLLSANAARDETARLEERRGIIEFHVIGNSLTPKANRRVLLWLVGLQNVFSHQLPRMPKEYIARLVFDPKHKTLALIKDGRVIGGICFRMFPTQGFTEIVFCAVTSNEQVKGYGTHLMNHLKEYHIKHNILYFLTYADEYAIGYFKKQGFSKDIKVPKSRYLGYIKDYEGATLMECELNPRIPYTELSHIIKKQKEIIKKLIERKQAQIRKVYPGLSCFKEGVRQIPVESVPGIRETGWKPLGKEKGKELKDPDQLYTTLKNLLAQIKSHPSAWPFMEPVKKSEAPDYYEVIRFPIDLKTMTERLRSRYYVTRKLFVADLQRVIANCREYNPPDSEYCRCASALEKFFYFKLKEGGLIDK
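Fluorescence readout, Ex340nm/Em540nm: ThioGlo1 (50uM final) reacts with free CoA thiol released as 20nM GCN5L2 acetylates H3(1-25) peptide (75uM) using acetyl-CoA (70uM). Compound and enzyme sat 15 min beforehand; 20 min room-temperature reaction.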
Active calls of the source: *; [ ] = dose if it differs, or a comment. The call rests on the fitted dose curve; in most records, active means well fitted curve in the direction sought with a large enough effect; inconclusive means small, poorly fitted or top-dose-only effect, or another doubt; inactive means no such curve, though single readings can be large; an effect the other way counts as inactive or inconclusive. On the % scale 0 is the no-effect control and ±100 the full control effect; potency means the concentration at half of the fitted maximal effect.

For O=C(Cn1c(=O)n(-c2ccccc2Cl)c(=O)c2sc3ccccc3c21)NC1CCCCC1 the results were TDP1 cell noCPT inconclusive, TDP1 inh 6% and KAT2A inh -8%.
Screening N=c1n(CC(=O)c2ccc(Br)s2)c2ccccc2n1Cc1ccccc1 returned TDP1 cell noCPT 4.6µM*, TDP1 inh -5% and KAT2A inh -6%.
Screening O=C(O)Cc1csc2ccccc12 returned TDP1 cell noCPT -7%, TDP1 inh 7% and KAT2A inh -2%.
For CC(NCC(O)COCc1ccc(Cl)cc1)c1ccccc1 (stereo unspecified) the results were TDP1 cell noCPT inconclusive, TDP1 inh -1% and KAT2A inh -4%.
Cc1ccc(CN(C)C(=O)c2cc(Br)c(Br)s2)o1 was read as TDP1 cell noCPT inconclusive, TDP1 inh 0% and KAT2A inh -3%.
Cc1cc(C)n(-c2ccc(NC(=O)C3CCN(Cc4ccc(C)o4)CC3)cc2)n1 was read as TDP1 cell noCPT inconclusive, TDP1 inh 3% and KAT2A inh -16%.
Screening COC(=O)c1cc2sccc2n1Cc1nc(-c2ccc(C)cc2)oc1C returned TDP1 cell noCPT -4%, TDP1 inh -3% and KAT2A inh -11%.
`COC(=O)C1=C(C(=O)c2ccccc2)C(c2ccc(O)c(OC)c2)n2nnnc2N1` (stereo unspecified) gave TDP1 cell noCPT -18%, TDP1 inh -3% and KAT2A inh 1%.
For C=CCNC(=S)NNC(=O)c1ccc(=O)n(Cc2ccc(Cl)cc2Cl)c1 the results were TDP1 cell noCPT inconclusive, TDP1 inh 8% and KAT2A inh -9%.
CCN(c1ccccc1)S(=O)(=O)c1cc(C(=O)OC2CCOC2=O)ccc1C (stereo unspecified) was read as TDP1 cell noCPT 21%, TDP1 inh 1% and KAT2A inh inconclusive.
For CN(NS(=O)(=O)c1ccc(Cl)cc1)c1ncc(C(F)(F)F)cc1Cl the results were TDP1 cell noCPT inconclusive, TDP1 inh -2% and KAT2A inh -12%.
O=C1CC(=O)N(c2cccc(F)c2)N1 was read as TDP1 cell noCPT 2%, TDP1 inh 0% and KAT2A inh 1%.
COc1ccc(CC(=O)Nc2ccc(S(=O)(=O)Nc3ncccn3)cc2)cc1 was read as TDP1 cell noCPT -28%, TDP1 inh -2% and KAT2A inh -11%.
`O=C(NC1CC2CCC1C2)c1ccc(CN2CCOCC2)cc1` (stereo unspecified) gave TDP1 cell noCPT 3%, TDP1 inh 8% and KAT2A inh -4%.
CN1CCN(C(=O)c2cc(COc3c(F)cccc3F)on2)CC1c1ccccc1 (stereo unspecified) was read as TDP1 cell noCPT inconclusive, TDP1 inh 0% and KAT2A inh -7%.
Cc1cccc(OCC(=O)N2CCOCC2)c1 was read as TDP1 cell noCPT -22%, TDP1 inh -2% and KAT2A inh -3%.
`Cn1nc(C(=O)NCc2ccco2)c2ccccc2c1=O` gave TDP1 cell noCPT -3%, TDP1 inh -1% and KAT2A inh -1%.
`Cc1ccccc1CSc1nc2c([nH]c3ccccc32)c(=O)n1-c1ccccc1` gave TDP1 cell noCPT -2%, TDP1 inh -5% and KAT2A inh 16%.
`OC1=C(O)c2nc3cc(F)ccc3nc21` gave TDP1 cell noCPT -1% and KAT2A inh -7%.
Screening COc1ccccc1C(=O)Nc1ccnn1C1CCN(Cc2cnn(C)c2)CC1 returned TDP1 cell noCPT -4%, TDP1 inh 0% and KAT2A inh 1%.
COc1cccc(C(=O)Nc2c3c(nn2-c2ccc([N+](=O)[O-])cc2)CS(=O)(=O)C3)c1 was read as TDP1 cell noCPT 16%, TDP1 inh 2% and KAT2A inh -7%.
Screening CCC1(c2ccccc2)NC(=O)N(CC(=O)N(C)Cc2ccccc2)C1=O (stereo unspecified) returned TDP1 cell noCPT -2% and KAT2A inh -8%.
For Cc1csc(NC(=O)CCn2c(=O)oc3ccccc32)n1 the results were TDP1 cell noCPT -21%, TDP1 inh 1% and KAT2A inh 2%.
CSc1cccc(NC(=O)CCNC(=O)c2ccco2)c1 was read as TDP1 cell noCPT -25%, TDP1 inh 3% and KAT2A inh -7%.
Screening COc1ccc(CNc2ncc(-c3ccccc3)n2C)cc1 returned TDP1 cell noCPT inconclusive and KAT2A inh -4%.
Screening COc1ccc2[nH]cc(CCN=C(NC(=O)c3ccccc3C)Nc3nc(C)cc(C)n3)c2c1 returned TDP1 inh 3% and KAT2A inh -10%.
`CCOC(=O)c1ccc(NC(=O)C2(S(=O)(=O)c3ccc(Cl)cc3)CC2)cc1` gave TDP1 cell noCPT inconclusive, TDP1 inh 0% and KAT2A inh -14%.
For O=C(CNC(=O)C12CC3CC(CC(C3)C1)C2)N/N=C\c1ccco1 the results were TDP1 cell noCPT -3%, TDP1 inh 2% and KAT2A inh -6%.
`Cc1ccccc1C(=O)NC(CC(C)C)C(=O)N1CCN(c2ccccc2)CC1` (stereo unspecified) gave TDP1 cell noCPT inconclusive, TDP1 inh -9% and KAT2A inh -9%.
Screening C/C(=N\NC(=O)c1ccc(N2CCCC2=O)cc1)c1ccc(O)cc1O returned TDP1 cell noCPT 3.7µM*, TDP1 inh 1% and KAT2A inh inconclusive.
For Cc1ccccc1OC(C)c1nc(-c2ccccc2)no1 (stereo unspecified) the results were TDP1 cell noCPT -4%, TDP1 inh -6% and KAT2A inh -4%.
Screening Cc1cccc(Nc2nc(N)c([N+](=O)[O-])c(NCc3ccco3)n2)c1 returned TDP1 cell noCPT inconclusive, TDP1 inh 8% and KAT2A inh -5%.
Screening Cc1ccc(C(C(=O)NC2CCCC2)N(C(=O)c2csnn2)C2CC2)cc1 (stereo unspecified) returned TDP1 cell noCPT -24%, TDP1 inh 5%[0.0935 µM] and KAT2A inh 1%.
CC(C)CCNC(=O)C1CCN(Cc2cccc(OCc3ccccc3)c2)CC1 was read as TDP1 cell noCPT inconclusive and KAT2A inh -1%.
Screening CC(=O)c1cc(C#N)c(SCc2ccccc2C#N)nc1C returned TDP1 cell noCPT inconclusive, TDP1 inh 2% and KAT2A inh -2%.
`CCOc1cccc2cc(C(=O)NCCC3=CCCCC3)c(=O)oc12` gave TDP1 cell noCPT -7%, TDP1 inh -7% and KAT2A inh -4%.
For CCCC(=O)c1ccc(N2CCN(C(=O)c3ccccc3Br)CC2)c(F)c1 the results were TDP1 cell noCPT 13µM*, TDP1 inh -2% and KAT2A inh 3%.
O=C(c1cc2ncc(Br)cn2n1)N1CCN(C(=O)c2ccco2)CC1 was read as TDP1 cell noCPT 13%, TDP1 inh 22µM* and KAT2A inh -15%.
COC(=O)c1nn(-c2c(C)n(C)n(-c3ccccc3)c2=O)cc1O was read as TDP1 cell noCPT -2%, TDP1 inh 1% and KAT2A inh -5%.
Screening CC(C)Nc1nc(NC(C)C)nc(C(=O)OCCO)n1 returned TDP1 cell noCPT 5%, TDP1 inh 5% and KAT2A inh -2%.
`CN(CC(=O)Nc1ccccc1C(F)(F)F)C(=O)C1CCN(C(=O)c2ccc(Cl)cc2)CC1` gave TDP1 cell noCPT inconclusive and KAT2A inh 0%.
COc1cc2c(cc1C1NC(=S)NC(C)=C1C(N)=O)CCCC2 (stereo unspecified) was read as TDP1 cell noCPT 20%, TDP1 inh 1% and KAT2A inh -2%.
For Nc1c(C=C2C=CC(=O)C=C2)c(=O)nc2sc(CC(=O)N3CCCC3)nn12 the results were TDP1 cell noCPT 0%, TDP1 inh 0% and KAT2A inh -14%.
Screening OCCCCNCc1cc(Br)ccc1OCc1ccccc1F returned TDP1 cell noCPT inconclusive and KAT2A inh -6%.
CCn1c(CNS(=O)(=O)c2ccc(Br)cc2)nnc1SC was read as TDP1 cell noCPT 2%, TDP1 inh 4% and KAT2A inh -2%.
CN(C)C1(CNC(=O)COc2ccc(C(C)(C)C)cc2)CCCCC1 was read as TDP1 cell noCPT inconclusive, TDP1 inh 6% and KAT2A inh -4%.
Cc1cc(C(=O)CN2C(=O)C(=O)N(CC(C)C)C2=O)c(C)n1-c1ccccc1F was read as TDP1 cell noCPT 2%, TDP1 inh 8% and KAT2A inh -8%.
`COc1ccc(NC(=O)CNS(=O)(=O)c2cccc3nonc23)c(OC)c1` gave TDP1 cell noCPT -6%, TDP1 inh 3% and KAT2A inh -13%.
CC1=C(c2ccc(C)c(C)c2)S(=O)(=O)N=C1N1CCC(C(=O)N2CCC(C(N)=O)CC2)CC1 was read as TDP1 cell noCPT 7%, TDP1 inh 3% and KAT2A inh -11%.
O=C(CN1C(=O)CCn2nc(-c3ccccc3)cc21)NCc1ccc(Cl)cc1 was read as TDP1 cell noCPT -12%, TDP1 inh 5% and KAT2A inh -6%.
Screening CCn1c(=O)c2c(nc(SCc3ccccn3)n2C)n(C)c1=O returned TDP1 cell noCPT -19%, TDP1 inh -2% and KAT2A inh -5%.
For COc1ccc(C)cc1S(=O)(=O)NCC(c1ccc2c(c1)OCO2)N1CCOCC1 (stereo unspecified) the results were TDP1 cell noCPT inconclusive and KAT2A inh -1%.
Screening COC(=O)C(Cc1ccccc1)NC(=O)CCc1c[nH]c2ccccc12 (stereo unspecified) returned TDP1 cell noCPT -2% and KAT2A inh -2%.
Screening Cc1sc2c(c1C)CN(C(C)(C)C)CN2C(=O)c1ccccc1 returned TDP1 cell noCPT inconclusive, TDP1 inh 3% and KAT2A inh -1%.
`CCC(=O)Nc1c(-c2ccc(C)cc2)nc2ccc(C)cn12` gave TDP1 cell noCPT 1% and KAT2A inh -11%.
For O=C(CN1CCCCCC1)Nc1ccc(Br)cc1Br the results were TDP1 cell noCPT inconclusive, TDP1 inh 3% and KAT2A inh inconclusive.
O=C(CCNC(=O)N1CC(=O)Nc2ccccc21)Nc1ccc(F)c(Cl)c1 was read as TDP1 cell noCPT 1%, TDP1 inh 2% and KAT2A inh -1%.
O=C(Nc1ccccc1)c1ccc(C(=O)Nc2ccccc2)nc1 was read as TDP1 cell noCPT inconclusive, TDP1 inh 0% and KAT2A inh 0%.
`N#CCc1ccc(C(=O)c2ccccc2)s1` gave TDP1 cell noCPT 0%, TDP1 inh 6% and KAT2A inh -8%.
Cc1ccccc1NC(=O)Cn1c([N+](=O)[O-])cnc1C was read as TDP1 cell noCPT -27%, TDP1 inh 1% and KAT2A inh -1%.

An excerpt from above in order of SMILES length, smallest number first.
`N#CCc1ccc(C(=O)c2ccccc2)s1` gave TDP1 cell noCPT 0%, TDP1 inh 6% and KAT2A inh -8%.
For O=C(CN1CCCCCC1)Nc1ccc(Br)cc1Br the results were TDP1 cell noCPT inconclusive, TDP1 inh 3% and KAT2A inh inconclusive.
`CCC(=O)Nc1c(-c2ccc(C)cc2)nc2ccc(C)cn12` gave TDP1 cell noCPT 1% and KAT2A inh -11%.

Copied from the entries so far (4 entries):
O=C(CCNC(=O)N1CC(=O)Nc2ccccc21)Nc1ccc(F)c(Cl)c1 was read as TDP1 cell noCPT 1%, TDP1 inh 2% and KAT2A inh -1%.
O=C(Nc1ccccc1)c1ccc(C(=O)Nc2ccccc2)nc1 was read as TDP1 cell noCPT inconclusive, TDP1 inh 0% and KAT2A inh 0%.
`N#CCc1ccc(C(=O)c2ccccc2)s1` gave TDP1 cell noCPT 0%, TDP1 inh 6% and KAT2A inh -8%.
Cc1ccccc1NC(=O)Cn1c([N+](=O)[O-])cnc1C was read as TDP1 cell noCPT -27%, TDP1 inh 1% and KAT2A inh -1%.

(further entries)
For COc1ccc(OC2C(=O)N(Cc3ccc(F)cc3)C2c2ccc(OC)c(OC)c2)cc1 (stereo unspecified) the results were TDP1 cell noCPT -12%, TDP1 inh 2% and KAT2A inh 0%.
Screening Cc1ccc(CNC(=O)CN(C)S(=O)(=O)c2ccc3c(c2)n(C)c(=O)c(=O)n3C)cc1 returned TDP1 cell noCPT 5%, TDP1 inh 1% and KAT2A inh 0%.
For C=CCOc1ccc(/C=C/C(=O)OCC(=O)N2CCC(c3ccccc3)=N2)cc1 the results were TDP1 cell noCPT -20%, TDP1 inh 0% and KAT2A inh -4%.
CCOC(=O)c1cnn(-c2ccc(NS(=O)(=O)c3ccc(Cl)cc3)cc2)c1C(F)(F)F was read as TDP1 cell noCPT inconclusive, TDP1 inh 4% and KAT2A inh -16%.
CN(C(=O)COC(=O)C1CCN(S(=O)(=O)c2ccc3c(c2)OCCO3)CC1)C1CCS(=O)(=O)C1 (stereo unspecified) was read as TDP1 cell noCPT -14% and KAT2A inh -4%.
For O=C(NNC(=O)c1ccc2ccccc2c1O)c1ccccc1Cl the results were TDP1 cell noCPT 13µM*, TDP1 inh 5% and KAT2A inh -4%.
Screening COc1ccc(S(=O)(=O)NCCCn2ccnc2)cc1C(C)(C)C returned TDP1 cell noCPT 10% and KAT2A inh -8%.

Screening results as filed in PubChem BioAssay.

This is a subset; rates above refer to the full screens.
